Screening data deposited in PubChem by several laboratories.
CAL PDZ FP = CAL PDZ peptide-binding inhibitors, primary screen, biochemical, fluorescence polarization, Cer-tagged CAL PDZ, HTS; Golgi-associated PDZ and coiled-coil motif-containing protein (Homo sapiens), Q9HD26; inhibition, % at 20 µM; 330,000 tested, 0.02% active; purified CAL PDZ, TMR-peptide fluorescence polarization, 1 h;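 active means highest replicate inhibition of at least 40%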;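 further: plate controls were DMSO neutral control wells for no effect and unlabeled competitor peptide control wells for full effect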
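Read-out basis: mP drop reported as inhibition | Assay system: Tagged CAL PDZ protein CerCALP, purified | Benchmarks: Unlabelled peptide for full inhibition, DMSO wells as neutral | Schedule: 1 h incubation at room temperature before polarization reading | Buffer or medium: Sodium phosphate/NaCl buffer pH 7.4 with TCEP, IgG, Thesit | Doses: Single point, 20 µM | Measured by: Fluorescence polarization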
Rtt109 HAT inh = inhibitors of C. albicans Rtt109/Vps75 HAT, primary screen, biochemical, ThioGlo CoA-SH fluorescence, plate reader; Histone acetyltransferase RTT109 (Candida albicans (strain SC5314 / ATCC MYA-2876)), …; purified Rtt109/Vps75, 4 h; inhibition, % at 34.9 µM; 330,000 tested, 0.16% active; AID 540336, 2011;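 active means inhibition of at least 50% in every replicate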
Target sequence (Q5AAJ8 whole entry, looked up): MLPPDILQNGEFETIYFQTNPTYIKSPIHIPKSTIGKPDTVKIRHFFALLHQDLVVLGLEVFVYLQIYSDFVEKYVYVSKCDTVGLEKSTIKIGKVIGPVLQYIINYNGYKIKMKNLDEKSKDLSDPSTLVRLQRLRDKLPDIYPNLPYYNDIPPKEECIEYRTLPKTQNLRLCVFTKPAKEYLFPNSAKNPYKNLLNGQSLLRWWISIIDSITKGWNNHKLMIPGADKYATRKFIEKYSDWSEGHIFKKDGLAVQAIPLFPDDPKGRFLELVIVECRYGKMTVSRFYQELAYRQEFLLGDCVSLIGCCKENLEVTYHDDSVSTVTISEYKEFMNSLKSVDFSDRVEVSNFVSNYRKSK
PfHsp90 yeast 2 = growth inhibition of PfHsp90-expressing yeast, primary screen, antimalarial PfHsp90 inhibitor project, S. cerevisiae, BacTiter-Glo luminescence, single point, set 2; AID 504621, 2011; 310,000 tested, 0.32% active; inhibition, % at 9.4 µM; BacTiter-Glo ATP, 48 h; yeast lacking PDR1 and PDR3 efflux regulators;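 active means every replicate shows inhibition above about 80%, whatever the replicate mean, limit read from the data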;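 further: 0% = DMSO neutral controls and 100% = 20 µM radicicol positive controls; yeast relying on Plasmodium falciparum Hsp90 in place of its own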
Ecoli viability = E. coli V3065 growth inhibition, primary screen, counter-screen for AddAB inhibitor project, absorbance, OD600 | 18 h | inhibition, % at 11.9 µM | 330,000 tested, 0.27% active | AID 449728, 2010;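 active means inhibition above the campaign's mean inhibition across all tested compounds plus 3 SD, cut at about 9.9% in these data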;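 further: uninfected addAB+ strain grown without phage in ampicillin broth; 0% = DMSO wells and 100% = ciprofloxacin 0.95 µg/ml wells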
phage Ecoli inh = growth loss of phage-infected E. coli, primary screen, RecBCD inhibitor project, absorbance, with phage, HTS | inhibition, % at 11.9 µM | 360,000 tested, 0.26% active; in the data active means inhibition above about 11%
Tat export inh = E. coli Tat export inhibitors, primary screen, MC4100, TorA-mCherry reporter, fluorescence, single point; inhibition, % at 10 µM; 340,000 tested, 0.036% active; AID 488895, 2010;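 active means mean replicate inhibition at least 50% and at least half of replicates individually reaching 50%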;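 further: exported cargo escapes ClpAP degradation while cytoplasmic cargo is degraded and loses fluorescence; 0% = median of neutral control wells and 100% = median of NaSCN control wells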
AddAB inh = growth inhibition of E. coli expressing H. pylori AddAB, primary screen, AddAB inhibitor project, absorbance | inhibition, % at 11.9 µM | 330,000 tested, 0.29% active | AID 435030, 2010; in the data active means inhibition above about 12%;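 further: 0% = vehicle wells of infected cells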
DAGLB inh = DAGLB lipase inhibitors, primary screen, biochemical, fluorescence, HTS. Diacylglycerol lipase-beta (Homo sapiens), Q8NCG7. HEK293T DAGLB membrane lysate, EnzChek fluorogenic substrate. inhibition, % at 5.17 µM. 340,000 tested, 0.059% active; in the data active means inhibition above about 34%;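 further: 0% = enzyme with vehicle and 100% = wells lacking enzyme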
Target sequence (Q8NCG7 whole entry, looked up): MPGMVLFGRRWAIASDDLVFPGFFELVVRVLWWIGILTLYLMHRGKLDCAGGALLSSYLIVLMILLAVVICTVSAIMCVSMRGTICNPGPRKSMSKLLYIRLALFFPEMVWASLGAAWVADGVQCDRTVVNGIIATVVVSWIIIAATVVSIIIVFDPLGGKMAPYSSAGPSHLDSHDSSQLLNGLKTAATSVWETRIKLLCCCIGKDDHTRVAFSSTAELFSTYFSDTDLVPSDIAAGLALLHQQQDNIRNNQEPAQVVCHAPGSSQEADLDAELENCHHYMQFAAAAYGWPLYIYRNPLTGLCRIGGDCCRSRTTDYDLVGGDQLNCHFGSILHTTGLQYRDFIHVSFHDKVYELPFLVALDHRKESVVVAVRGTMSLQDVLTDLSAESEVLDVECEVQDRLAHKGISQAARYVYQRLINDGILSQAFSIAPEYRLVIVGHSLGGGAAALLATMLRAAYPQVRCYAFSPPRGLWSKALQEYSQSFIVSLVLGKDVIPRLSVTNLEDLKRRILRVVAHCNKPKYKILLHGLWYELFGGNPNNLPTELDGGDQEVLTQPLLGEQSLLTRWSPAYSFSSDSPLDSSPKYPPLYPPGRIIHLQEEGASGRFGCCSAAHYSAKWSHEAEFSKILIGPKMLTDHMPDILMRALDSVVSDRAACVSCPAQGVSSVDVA
PvdQ acylase = P. aeruginosa PvdQ acylase inhibitors, primary screen, biochemical, fluorescence, plate reader and imaging, single point; purified PvdQ acylase; inhibition, % at 10 µM; 340,000 tested, 0.063% active; AID 488965, 2010; in the data active means inhibition above about 30%, passing the limit was not always enough;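 further: 0% = vehicle neutral wells and 100% = reference inhibitor wells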
Wnt act = Wnt/beta-catenin pathway activators, primary screen, cell-based, plate reader, single point; AID 743398, 2014; activation, % at 9.35 µM; Wnt/beta-catenin reporter cell assay, activator; 300,000 tested, 1.2% active; in the data active means activation above about 30%, passing the limit was not always enough;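 further: 0% = neutral control wells and 100% = positive control wells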
* marks the source's active call; other numbers are inactive results; x = no result given.

SMILES	CAL PDZ FP	Rtt109 HAT inh	PfHsp90 yeast 2	Ecoli viability	phage Ecoli inh	Tat export inh	AddAB inh	DAGLB inh	PvdQ acylase	Wnt act
COc1ccc(OCC(=O)N2CCc3ccccc3C2)cc1	-3.4	1	1	1.6	3.2	-2	5.0	-1	-8	1
COCC(C)NC(=O)c1cc(-c2ccc(O)cc2)on1 (stereo unspecified)	0.1	-2	3	0.1	2.6	6	1.7	0	-2	-4
O=C(Cn1c(=O)cnc2ccccc21)NNC(=O)c1ccc(Cl)cc1	-1.2	-2	x	-0.7	0.1	-8	0.9	0	0	-1
CN=C1C=C/C(=N/N=c2\ccn(O)cc2C)C=C1C	x	-10	-13	0.3	-1.1	6	-1.1	12	1	13
O=C(OCC(=O)N1CCCCCC1)c1ccc(Br)c(S(=O)(=O)N2CCOCC2)c1	0.4	-5	-2	-2.8	4.3	9	-3.2	0	-14	-8
Cc1ccc(CN2CCN(c3ccccc3)CC2)o1	0.2	1	-6	-0.2	2.7	-8	2.0	-2	-10	4
CCC(C)Sc1ccc([C@@H]2[C@H]3C(=O)N(CC)C(=O)[C@H]3[C@]3(C(=O)OC)CCCN23)cc1OC (stereo partly specified)	-0.4	5	22	0.0	-2.0	0	5.0	-3	5	-4
COCCCn1c(SCC(=O)NC(C)(C)C)nnc1-c1ccccc1	-2.4	-3	3	-3.7	2.4	-1	-1.1	-3	9	x
CN1CCN(c2ccc(Cl)cc2NC(=O)/C=C/c2ccc(F)cc2)CC1	-2.8	14	5	-0.5	3.1	-2	5.2	0	-5	-2
Cn1c(=O)c2[nH]c(N=NNc3ccccc3F)nc2n(C)c1=O	-1.2	11	5	-1.3	1.2	2	3.3	-2	6	0
Cc1c(OCC(=O)NCc2ccncc2)ccc2c3c(c(=O)oc12)CCCC3	-1.3	17	3	-1.0	1.3	-16	3.9	-1	1	-1
Cc1cc(C)cc(CSCC(=O)NN=C2CCCCCC2)c1	-1.4	-1	-3	-0.1	-1.5	-13	1.7	-1	-12	x
CN(CC(=O)Nc1ccc(N2CCOCC2)cc1)C(=O)CC(c1ccccc1)c1ccccc1	2.2	1	2	-2.0	-1.5	4	-0.9	-3	-18	-2
CCC1CCc2c(c3ccccc3[nH]c2=O)O1 (stereo unspecified)	-0.4	-2	-9	0.7	2.4	1	0.5	2	-10	x
CCOC(=O)C1C(=O)OC(C)(C)C1C(C)C(=O)c1ccccc1 (stereo unspecified)	0.0	2	14	0.9	0.3	-1	0.0	-1	-9	-4
CCOC(=O)COn1c(SCC(=O)OCC)nc2ccccc2c1=O	-1.5	x	x	1.2	0.2	10	4.8	-1	13	7
Cc1nnc(NC(=O)c2ccc3c(c2)C(=O)N(CCC(C)C)C3=O)s1	-1.1	4	-7	-0.2	1.3	-5	0.2	-1	-12	x
C=CCn1c(=O)c2c3c(sc2n2c(Nc4ccc(C(=O)OCC)cc4)nnc12)CCCC3	-1.1	-8	-2	1.3	3.6	-10	3.1	2	8	-7
O=C(CNC(=O)c1ccc(-c2ccccc2)cc1)OCc1c(F)cccc1Cl	-1.2	4	-6	-0.6	4.3	-7	4.0	-5	-13	0
CCCCn1c(N)c(N(CCOC)C(=O)c2ccc(-c3ccccc3)cc2)c(=O)[nH]c1=O	0.3	7	-2	-1.6	1.2	2	-0.9	-1	-4	-1
O=C(NCCNc1ccc([N+](=O)[O-])cc1)c1cc(F)c(F)cc1Cl	x	x	x	0.8	0.2	x	4.5	x	x	-1
O=C(Nc1ccc(Cl)cc1)OCc1cc(-c2ccccc2)on1	0.0	-2	9	2.1	3.2	-7	3.6	-11	-8	x
Cc1nc2ccccc2c2nc(NC(=O)C(F)(F)F)nn12	1.2	2	-4	3.1	3.8	1	0.7	-2	-11	-1
O=C(/C(=C(\[O-])c1ccccc1)[n+]1ccc2ccccc2c1)c1ccccc1	-1.0	0	6	1.3	3.7	-22	4.2	-6	10	3
COc1ccc(NC(=O)CSc2nc(O)cc(=O)n2-c2ccc(OC)cc2)cc1	-1.6	9	-2	-1.8	2.3	11	0.0	10	-15	-2
COc1ccc(-n2ccc(-c3nn(-c4cccc(C(F)(F)F)c4)ccc3=O)n2)cc1	x	3	-8	2.2	0.4	6	2.4	-1	0	x
CCO[C@H]1OC(C(=O)N2CCOCC2)=C[C@@H](c2ccc(C(F)(F)F)cc2)[C@@H]1CCCO	0.1	1	-2	-3.0	0.9	-2	0.3	-1	1	-3
O=C(CCC(=O)Nc1ccccc1Cl)N/N=C/c1c[nH]c2ccccc12	-0.2	0	15	0.0	3.0	3	1.2	3	-8	-4
c1ccc(SCCCCNC2CCCC2)cc1	0.2	x	-40	-0.9	5.6	3	-0.5	3	-17	-1
COc1ccc(OC)c2[nH]c(C(=O)N3CCC(C(=O)O)CC3)cc12	x	0	16	-1.3	0.5	-8	-2.7	-3	-15	1
O=C(O)CCn1c(=O)n(CCC(=O)O)c(=O)n(CCC(=O)O)c1=O	0.4	2	-5	0.6	4.0	1	2.7	0	-13	-14
Cc1nnc(SC(C)C(=O)Nc2c(C)n(C)n(-c3ccccc3)c2=O)n1N (stereo unspecified)	-0.9	4	-6	-3.5	0.9	0	-0.9	-1	-5	2
COc1ccc(Br)cc1/C=N/N1CCN(Cc2ccccc2Cl)CC1	-0.9	0	9	-0.7	1.5	9	2.5	-7	-1	-1
COc1ccc(C(=O)NCc2ccc(F)cc2)cc1S(=O)(=O)N1CCCC1	-3.5	-9	x	x	0.7	-3	x	2	0	-1
COc1cccc(N=NC2C(=O)N(C(N)=S)N=C2C)c1 (stereo unspecified)	0.5	19	-10	0.1	-0.7	-3	0.4	3	8	-1
O=C(C[C@@H]1C/C=C\CC[C@H](Cc2ccc(F)cc2)C(=O)OC[C@@H]2CCCN2C1=O)NCCO	-1.0	-6	-2	-1.1	3.1	-9	2.4	-1	-7	-1
COC(=O)C1=CNC=C(C(=O)OC)C1c1cccc(OC)c1	-2.0	-1	12	0.8	3.0	-10	-2.1	-1	-16	1
COC(=O)CNC(=O)CSc1nnc(C)c(=O)[nH]1	-0.3	-9	-8	-1.4	3.8	2	2.6	3	-11	x
Cc1ccc(Cn2c(SCC(=O)N/N=C/c3ccc(C)o3)nc3ccccc32)cc1	-2.1	5	-13	-2.4	3.3	12	-0.2	3	-13	x
N#Cc1ccccc1NC(=O)COC(=O)c1c[nH]c2ccccc12	1.8	11	x	x	4.5	-8	x	-1	14	1
CCCCCn1nc(C(=O)OCC(=O)c2c(N)n(C)c(=O)n(C)c2=O)c2ccccc2c1=O	-2.5	18	22	-0.7	1.8	8	2.1	-3	-1	0
O=c1oc2ccccc2n1CCc1ccccc1	-4.0	44	-3	0.4	1.4	-4	0.2	-6	7	x
O=C(c1sccc1-c1ccccc1)N1CCN(S(=O)(=O)c2ccccc2F)CC1	-2.0	18	-1	0.1	1.4	12	2.5	-3	11	-6
Cc1cc(Cl)ccc1OCC(=O)NNC(=O)c1cccs1	-0.2	-2	3	2.1	0.2	-14	-2.5	-1	-6	-4
Nc1nc(N2CCCCC2)nc(N2CCCCC2)n1	-0.8	-7	-8	0.7	1.0	-2	0.8	0	-17	0
COc1ccc(CN2CCC(C(N)=O)CC2)cc1OCc1ccccc1	0.9	6	-6	0.3	-2.2	2	1.8	0	-6	-1
COc1ccc(OC)c(Nc2ncnc3ccc(Br)cc23)c1	-1.5	-3	-5	-1.6	1.7	1	-1.2	-2	14	-2
Cc1[nH]c(=O)[nH]c(=O)c1/C=C/C(=O)O	-1.1	3	1	-0.9	0.0	-7	0.2	-3	-7	-12
O=C(O)c1cccc(S(=O)(=O)N2CCN(Cc3ccc4c(c3)OCO4)CC2)c1	-1.9	-6	-6	-2.6	1.3	-12	2.0	-1	-2	1
O=C1/C(=C\c2ccc(Br)cc2)SC(=S)N1NS(=O)(=O)c1ccccc1	0.5	14	-4	-1.1	-1.9	0	6.7	2	-13	2
N#CCc1nn2c3c(cnc2c1C#N)C(=O)CCC3	-1.2	-2	-2	-4.2	-1.2	4	-1.3	1	-14	1
COc1ccccc1CNC(=O)COC(=O)c1ccccn1	-0.9	-8	10	-0.5	3.5	5	1.1	2	-13	-2
Cc1ccc(NC(=O)CNC(=O)c2ccc(C)s2)nc1	-2.0	7	x	-0.4	2.6	-8	4.4	-1	-17	1
Cn1c2ccccc2c(=O)c2c(=O)n(-c3ccc(F)cc3)c(-c3cccs3)nc21	-5.2	-2	1	1.0	-3.1	-5	0.0	0	-4	51*
O=C(O)CS(=O)(=O)CC(=O)O	x	8	-21	0.7	3.1	6	-2.2	2	-8	x
Cc1ccccc1-n1c(C)nnc1SCC(=O)NNC(=O)c1ccccc1	0.0	6	12	-1.7	2.3	-1	6.3	-2	-9	1
Clc1cccc(/C=N/N2CCN(Cc3ccccc3)CC2)c1	-0.3	4	-13	-2.0	0.1	1	0.0	-21	15	5
CCOC(=O)c1c(NC(=O)/C=C/C(=O)O)sc(C)c1-c1ccc(Cl)cc1	-7.2	15	-20	1.2	3.4	-1	4.0	19	-11	-1
CC1(C)C(=O)Nc2ccccc2N1C(=O)COC(=O)C12CC3CC(CC(O)(C3)C1)C2	-1.6	2	-14	-3.1	1.7	1	-0.3	0	-1	-5
CCCCNC(=O)N1CCN(C(=O)C2CCCO2)CC1 (stereo unspecified)	-1.1	x	-13	-0.8	5.0	14	5.1	0	-13	2

(cont.)
SMILES	CAL PDZ FP	Rtt109 HAT inh	PfHsp90 yeast 2	Ecoli viability	phage Ecoli inh	Tat export inh	AddAB inh	DAGLB inh	PvdQ acylase	Wnt act
O=C(COC(=O)CNC(=O)c1ccccc1)Nc1ccc(S(=O)(=O)N2CCOCC2)cc1	-1.7	-3	14	0.3	3.4	0	2.0	0	-11	-1
CCN(CC(=O)NCc1ccc(F)cc1)C(=O)COc1ccccc1[N+](=O)[O-]	-1.6	-1	28	1.4	6.0	1	2.9	3	-7	-1
CCOc1ccc(/C=N/NC(=O)C(=O)NCc2ccco2)cc1	0.1	7	13	1.6	4.5	2	1.5	1	-4	2
Cc1nn(Cc2ccccc2)c(C)c1C(=O)NCCN1C(=O)S/C(=C\c2ccccc2)C1=O	-1.1	10	23	0.9	1.4	0	0.5	1	-8	1

Two entries from above, reformatted:
CCOc1ccc(/C=N/NC(=O)C(=O)NCc2ccco2)cc1
  CAL PDZ FP = 0.1
  Rtt109 HAT inh = 7
  PfHsp90 yeast 2 = 13
  Ecoli viability = 1.6
  phage Ecoli inh = 4.5
  Tat export inh = 2
  AddAB inh = 1.5
  DAGLB inh = 1
  PvdQ acylase = -4
  Wnt act = 2

Cc1nn(Cc2ccccc2)c(C)c1C(=O)NCCN1C(=O)S/C(=C\c2ccccc2)C1=O
  CAL PDZ FP = -1.1
  Rtt109 HAT inh = 10
  PfHsp90 yeast 2 = 23
  Ecoli viability = 0.9
  phage Ecoli inh = 1.4
  Tat export inh = 0
  AddAB inh = 0.5
  DAGLB inh = 1
  PvdQ acylase = -8
  Wnt act = 1

Rows were taken by chance; about 1.9% have a hit in one of these screens.
